TNAP activators = human TNAP enzyme activators, primary screen, biochemical, luminescent, no phosphate acceptor, uHTS (AID 1001). purified TNAP, luminescent activation assay, no phosphate acceptor; higher activation fold means a stronger effect. activation fold at 20 µM; hits with a dose series show EC50 in µM. 200,000 tested, 0.03% active; in the data active means activation fold from about 3, or a potency from the dose series; inactive means the rest, 99 in 100 with activation fold below about 1.6; further: many of its hits are not listed in these tables
Lipid droplet = hepatic lipid droplet formation modulation; AML12 mouse hepatocytes, oleate lipid droplets, BODIPY imaging; inhibition, % at 6.5 µM; 240,000 tested, 0.4% active; AID 1656;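 active means lipid droplet intensity inhibited by at least 50%, with more than 500 cells counted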
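Test system: AML12 hepatocytes (mouse); reagent: oleate loading, 100 µM; dosing: one dose, 6.5 µM compound; incubation: overnight exposure; signal: fluorescence imaging, 20x objective, two fields per well; read-out basis: % inhibition of corrected integrated BODIPY droplet signal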
M1AAP inhibition = P. falciparum M1AAP inhibitors, biochemical, fluorogenic H-Leu-NHMec substrate, 1536-well (AID 1445) | recombinant M1AAP, H-Leu-NHMec fluorogenic kinetic assay; higher % means a stronger effect | one-dose inhibition, % at 30 µM; IC50 in µM for titrated hits | 220,000 tested, 0.42% active;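 active means primary inhibition above the hit cutoff, then over 50% inhibition at one or more dose response concentrations, cut at about 23% in these data, passing the limit was not always enough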;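 further: plate controls were DMSO full reaction for no effect and no enzyme background for full effect; strong numbers were not always called active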
human PMI inhibition = inhibitors of human PMI, primary screen, biochemical, fluorescence intensity, coupled assay (AID 1209); purified PMI enzyme, coupled fluorescence intensity; higher % means a stronger effect; inhibition, % at 20 µM, or IC50 in µM where a hit was titrated; 190,000 tested, 0.42% active;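 further: plate controls were DMSO vehicle for no effect and wells lacking substrate for full effect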
Myeloid diff 2 = compounds promoting myeloid differentiation. calls only at 10 µM. 360,000 tested, 1% active. AID 624256. ER-HoxA9 myeloid progenitors, lysozyme-GFP differentiation, flow cytometry;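 active means normalized GFP-positive differentiation at or above the plate's own cutoff, the solvent-only control mean plus 3 SD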;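 further: cells exposed to compound for four days before flow analysis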
K1F lysis inhibition = protection from phage-mediated lysis, alamar blue read-out – E. coli UTI89, K1F phage, bacterial capsule biogenesis inhibitors (AID 488966); 340,000 tested, 0.02% active; one-dose inhibition, % at 100 µM; IC50 in µM for titrated hits; E. coli UTI89 K1F phage lysis, alamar blue, 2 h; higher % means a stronger effect;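 active means phage lysis inhibition, versus mean bacterial control, above a set limit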;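 further: capsule biogenesis inhibitors block K1F phage lysis so surviving cells raise fluorescence; higher fluorescence means more inhibition of phage lysis; actives were called in the ten point dose series up to 300 µM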
human PMI inhibitors = human PMI inhibitors, high substrate, primary screen, biochemical, fluorescence intensity, high mannose 6-phosphate (AID 1220); recombinant PMI enzyme, coupled fluorescence intensity; higher % means a stronger effect; inhibition, % at 20 µM; hits with a dose series show IC50 in µM; 190,000 tested, 0.66% active
ER stress rescue = protection against thapsigargin-triggered cell killing – 384-well, CSM14.1, ATP luminescence, primary screen (AID 1222). 190,000 tested, under 10 active. one-dose cellular ATP content (survival), % at 20 µM; EC50 in µM for titrated hits. CSM14.1 thapsigargin-induced death rescue, ATP luminescence; higher % means a stronger effect;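 active means EC50 below 50 µM in the dose-response confirmation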;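 further: death triggered by thapsigargin at about 15 µM added after 2 h compound pretreatment; cell ATP read after overnight thapsigargin exposure of roughly 18 to 22 hours; normalized against plate controls of thapsigargin alone and 5% DMSO vehicle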
WT yeast gro inh = growth inhibition of WT yeast, mitochondrial fusion screen; inhibition, % at 10 µM; mitochondrial fusion phenotypic screen, WT strain; AID 1362; 190,000 tested, 2.1% active; in the data active means inhibition above about 58%; tested in S. cerevisiae
WT yeast gro inh mutant strain = recorded beside WT yeast gro inh, whose call it bears; inhibition, %; mitochondrial fusion phenotypic screen, mutant strain inhibition
Lipid droplet cells 6.5 µM = further read-out of Lipid droplet, marked with its call; cell count; measured here: cell count, cytotoxicity flag;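 cells counted across two imaged fields per well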
Myeloid diff 2 GFP+ MAC1+ % = also measured in Myeloid diff 2; calls as there; GFP+ MAC1+ double positive, %; measured here: differentiation confirmed by MAC1 staining
The depositor's hits bear a star; i = inactive; . = no result given. Unless noted, no stated cut-off is given here; in the data, active means inhibition above about 50%; inactive means the rest.

Below each SMILES: TNAP activators	Lipid droplet	Lipid droplet cells 6.5 µM	M1AAP inhibition	human PMI inhibition	Myeloid diff 2	Myeloid diff 2 GFP+ MAC1+ %	K1F lysis inhibition	human PMI inhibitors	ER stress rescue	WT yeast gro inh	WT yeast gro inh mutant strain
- CSc1nc(C)cc(SC(C(C)=O)C(=O)Nc2ccccc2)n1 (stereo unspecified)
 : 1	.	.	1%	-23%	i	0.0	-1.5%	-54%	-0.9%	15	-6
- CC(C)CC(=O)Nc1ccc(-c2nnn(CC(=O)NCc3ccco3)n2)cc1
 : 1	6	659	4%	4%	i	0.2	0.5%	7%	6.8%	7	7
- CCN(CC)CCCSc1nc2ccccc2s1
 : 0.9	-16	699	1%	-8%	i	0.5	1.8%	-15%	-1.7%	3	24
- COc1cc(C2NC(=O)NC(C)=C2C(=O)OC2CCCC(C)C2)ccc1O (stereo unspecified)
 : 0.9	-30	637	15%	8%	i	1.8	2.8%	5%	-1.7%	-8	-1
- O=c1cc(CN2CCOCC2)c2c(ccc3ccccc32)o1
 : 1.1	.	.	7%	1%	i	4.5	0.5%	5%	-0.1%	-16	-10
- COc1ccc(CC(=O)n2[nH]c(=O)c3ccccc3c2=O)cc1OC
 : .	1	729	4%	.	i	0.9	0.6%	.	.	.	.
- CCn1nc(C)c(NC(=O)CCCSc2nc(-c3ccco3)cc(C(F)(F)F)n2)c1C
 : 1.2	-31	621	15%	13%	i	2.2	-0.4%	11%	-2.0%	-6	-12
- Cc1ccc2c(c1)NC(C(C)(C)C)CO2 (stereo unspecified)
 : 1	.	.	12%	-8%	i	0.7	0.6%	-6%	-2.0%	-35	-20
- C=CCn1c(SCC(=O)c2c(N)n(CCC)c(=O)n(C)c2=O)nnc1-c1ccncc1
 : 1.2	33	703	4%	-11%	i	0.5	-0.4%	-6%	0.0%	-8	13
- O=C1C(Cl)=C(NCC2CCCO2)C(=O)N1C1CCCCC1 (stereo unspecified)
 : 1	.	.	7%	-34%	i	0.6	0.6%	-61%	0.3%	7	3
- Cc1ccc(-c2noc(-c3c(C)noc3C)n2)cc1
 : .	3	728	11%	.	i	0.4	-1.4%	.	.	.	.
- CCOC(=O)c1c(C)n(C)c2ccc(O)c(CN3CCC(C)CC3)c12
 : 1.1	-19	685	-2%	30%	i	1.3	0.0%	23%	.	7	5
- O=C1CCC(c2ccccc2)=NN1Cc1c(F)cccc1Cl
 : 1	-4	714	-2%	6%	i	0.2	0.1%	9%	10%	-3	4
- COc1ccc(CN(Cc2cc3cc4c(cc3[nH]c2=O)OCO4)C(=O)NC2CCCCC2)cc1
 : 1.1	1	683	12%	16%	i	1.4	0.9%	21%	-2.3%	11	-8
- O=C(c1cc(-c2ccccc2Cl)on1)N1CCN(C(=O)c2ccco2)CC1
 : 1.1	.	.	4%	2%	i	1.0	0.7%	4%	-1.1%	7	16
- COc1ccccc1CNC(=O)CCCOc1cc(=O)n(C)c2ccccc12
 : 1.1	.	.	7%	7%	i	0.0	-0.1%	12%	-1.9%	-2	1
- Cn1c(NCc2cc(Br)ccc2O)nc2ccccc21
 : 1	.	.	-3%	-1%	i	0.9	2.0%	-8%	-0.6%	-7	7
- Cc1ccsc1C(=O)OCC(=O)NCc1ccc2c(c1)OCO2
 : 1.1	.	.	0%	4%	i	1.2	0.4%	7%	-1.3%	20	18
- Cc1c(C(=O)NCC2CCCO2)oc2ccc(S(=O)(=O)N3CCCC3)cc12 (stereo unspecified)
 : 1.1	-1	730	1%	10%	i	1.2	1.2%	4%	-1.7%	-6	0
- Cc1cc(C)c(C)c(OCCCn2ccnc2)c1
 : 1	-3	758	4%	10%	i	0.5	0.8%	6%	1.1%	48	53
- OCCC#Cc1ccc(CN2CCN(C3CCCCC3)C(CCO)C2)cc1 (stereo unspecified)
 : 1.1	3	671	1%	3%	i	0.8	0.1%	-3%	-0.2%	-1	-1
- Cc1cccc(N(C(=O)CS(=O)CC(=O)Nc2ccc3c(c2)OCO3)C(C)C(=O)NC2CCCC2)c1C (stereo unspecified)
 : .	-17	674	3%	.	i	0.4	-0.2%	.	.	.	.
- Cc1csc(NC(=O)Cc2nn(C)c(=O)c3ccccc23)n1
 : 1	-22	773	-1%	6%	i	0.9	1.5%	2%	-0.5%	-11	-25
- COc1ccc(C(=O)NC2CCCc3ccccc32)cc1S(=O)(=O)N1CCOCC1 (stereo unspecified)
 : 1.2	1	690	-5%	-6%	i	0.3	0.2%	0%	-0.4%	-20	-10
- COc1ccccc1N1CCN(C(=S)NC(=O)/C=C/c2ccccc2)CC1
 : .	15	749	3%	.	i	0.5	-0.3%	.	.	.	.
- CC1=Nc2ccccc2/C1=C\c1nc(-c2ccccc2)oc1O
 : 0.8	-28	618	11%	5%	i	1.0	0.1%	3%	-0.2%	9	-2
- COc1ccc(N2C(=O)/C(=C\c3ccco3)N=C2SCC(N)=O)cc1Cl
 : 0.5	-6	659	0%	18%	i	0.1	.	24%	0.4%	3	-36
- CCNc1nc(Cl)nc(NCc2ccccc2)n1
 : 1	.	.	-1%	-5%	i	1.0	0.3%	-2%	3.9%	8	0
- Clc1ccc(-c2csc(N3CCOCC3)n2)cc1
 : 1.1	7	713	-2%	10%	i	0.2	3.0%	5%	-0.6%	5	-13
- COc1ccc(C(c2nnnn2Cc2ccccc2)N2CCN(C(=O)c3ccco3)CC2)cc1OC (stereo unspecified)
 : 1.1	.	.	0%	-5%	i	0.8	0.1%	-4%	0.7%	19	10

Three compounds from above, ordered by their value in WT yeast gro inh mutant strain, descending:
compound,TNAP activators,M1AAP inhibition,human PMI inhibition,Myeloid diff 2 GFP+ MAC1+ %,human PMI inhibitors,WT yeast gro inh mutant strain
COc1ccc(CN(Cc2cc3cc4c(cc3[nH]c2=O)OCO4)C(=O)NC2CCCCC2)cc1,1.1,12%,16%,1.4,21%,-8
COc1ccc(C(=O)NC2CCCc3ccccc32)cc1S(=O)(=O)N1CCOCC1 (stereo unspecified),1.2,-5%,-6%,0.3,0%,-10
CCn1nc(C)c(NC(=O)CCCSc2nc(-c3ccco3)cc(C(F)(F)F)n2)c1C,1.2,15%,13%,2.2,11%,-12

(listing goes on)
canonical_smiles | TNAP activators | Lipid droplet | Lipid droplet cells 6.5 µM | M1AAP inhibition | human PMI inhibition | Myeloid diff 2 | Myeloid diff 2 GFP+ MAC1+ % | K1F lysis inhibition | human PMI inhibitors | ER stress rescue | WT yeast gro inh | WT yeast gro inh mutant strain
C/C(=N\Nc1ccc(C(=O)O)cc1)c1ccc(-n2ccnc2)cc1 | 1.1 | 0 | 707 | 10% | -56% | i | 0.6 | 0.0% | -102% | 1.5% | -8 | 1
COc1ccc(CCNc2nc3ccccc3n3cnnc23)cc1OC | . | 7 | 704 | 2% | . | i | 0.2 | -0.1% | . | . | . | .
O=C(Nc1ccc(Cl)c(Cl)c1)c1ccc(Cl)c(Cl)c1 | . | -6 | 712 | 4% | . | i | 0.1 | 0.4% | . | . | . | .
COc1cccc(NC(=O)C(c2ccccc2)N2CCCCC2)c1 (stereo unspecified) | 1.2 | -3 | 716 | 6% | -2% | i | 0.5 | -0.1% | -5% | -1.4% | 3 | -7
CC(=O)Nc1ccccc1-c1nc2ccccc2nc1OCC(=O)c1ccc2ccccc2c1 | 1.1 | . | . | 1% | 5% | i | 3.5 | 0.1% | 4% | -1.4% | 29 | -5
Nc1nnc(CSCc2ccccc2Cl)s1 | . | -17 | 635 | -1% | . | i | 0.6 | 0.1% | . | . | . | .
O=C(O)CC(NC(=O)COc1ccc(Cl)cc1Cl)C(=O)O (stereo unspecified) | 1.1 | 17 | 792 | -10% | 5% | i | 0.6 | -0.7% | -2% | -3.0% | -4 | -47
O=C(Nc1cccc(Cl)c1)c1cccc(Oc2ccc([N+](=O)[O-])cc2Cl)c1 | 0.9 | 2 | 680 | 4% | 16% | i | 0.2 | 0.2% | 9% | 1.3% | 36 | 24
O=C(NCc1cccs1)C(=O)c1cn(CC(=O)N2CCCC2)c2ccccc12 | 1.1 | 1 | 732 | 11% | -5% | i | 0.1 | 0.3% | -8% | 1.7% | -14 | 5
COC(=O)c1ccc(C)c(NS(=O)(=O)c2ccc(OC)c(OC)c2)c1 | 1 | . | . | 6% | 14% | i | 1.2 | 0.0% | 7% | -0.9% | -9 | -7
O=C(CSc1ccc(-c2ccncc2)nn1)c1ccc(Cl)cc1 | 1.1 | -3 | 730 | -1% | -12% | i | 0.8 | 0.2% | -11% | -1.9% | 0 | -6
CN1C(=O)NC(c2ccccc2)C2=C1CN(CCc1ccccc1)C2=O (stereo unspecified) | 1 | . | . | 1% | -7% | i | 0.6 | 0.2% | 4% | -1.8% | -10 | 4
COc1ccc(C(=O)Oc2cccc(Nc3ncnc4ccccc34)c2)cc1OC | 1.1 | 1 | 618 | 3% | 10% | i | 0.6 | 0.5% | 9% | 12% | 10 | -8
COc1cccc(Nc2nc(-c3cccc(N4C(=O)c5ccccc5C4=O)c3)cs2)c1 | 1.1 | . | . | 15% | 0% | i | 1.0 | 3.0% | -9% | -2.9% | 2 | 2
CCOC(=O)C1CCCN(C(=O)c2cccc(NC(=O)C(CC)CC)c2)C1 (stereo unspecified) | 1 | 0 | 635 | -3% | -7% | i | 0.6 | -0.9% | 6% | 0.2% | 4 | -19
CCOC(=O)N1CCN(S(=O)(=O)c2ccc(C)c(C)c2C)CC1 | 1.1 | -2 | 671 | 7% | 11% | i | 1.9 | -0.2% | 8% | -2.7% | -8 | 0
CCC1(C)Cc2nc3[nH]c(=S)n(-c4ccccc4C)c(=O)c3cc2CO1 (stereo unspecified) | . | 22 | 645 | 2% | . | i | 0.4 | 0.1% | . | . | . | .
CCN(C(C)=O)c1ccc(Oc2nc(OC)cc(OC)n2)cc1 | 1.1 | 2 | 660 | 2% | 0% | i | 0.1 | 0.0% | -3% | -1.0% | -19 | 8
O=C1NC(c2cccc(Br)c2)=N/C1=C\c1ccco1 | 1 | 5 | 602 | 11% | 14% | i | 0.6 | 0.1% | 46% | -2.8% | 7 | 9

Entries above with an NH in an aromatic ring (three):
canonical_smiles | TNAP activators | Lipid droplet | Lipid droplet cells 6.5 µM | M1AAP inhibition | human PMI inhibition | Myeloid diff 2 | Myeloid diff 2 GFP+ MAC1+ % | K1F lysis inhibition | human PMI inhibitors | ER stress rescue | WT yeast gro inh | WT yeast gro inh mutant strain
COc1ccc(CC(=O)n2[nH]c(=O)c3ccccc3c2=O)cc1OC | . | 1 | 729 | 4% | . | i | 0.9 | 0.6% | . | . | . | .
COc1ccc(CN(Cc2cc3cc4c(cc3[nH]c2=O)OCO4)C(=O)NC2CCCCC2)cc1 | 1.1 | 1 | 683 | 12% | 16% | i | 1.4 | 0.9% | 21% | -2.3% | 11 | -8
CCC1(C)Cc2nc3[nH]c(=S)n(-c4ccccc4C)c(=O)c3cc2CO1 (stereo unspecified) | . | 22 | 645 | 2% | . | i | 0.4 | 0.1% | . | . | . | .
